Assay outcomes: PubChem, National Center for Advancing Translational Sciences (NCATS)
GLS inh = glutaminase GLS (human) inhibition; Potency, µM (doses to about 45.5 µM), for inactives: top-dose activity change, negative = inhibition, usual class: inhibitors; O94925; GLS enzymatic activity, qHTS titration; AID 624170; 0.21% of 410,000 active; note: potency is the fitted concentration of half-maximal effect; % is set by controls: 0 for no effect and ±100 for the full control effect
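Human kidney-isoform GLS in 45 mM KH2PO4 pH 8.2, 0.02% Tween-20, with compound, started with 1mM L-Glutamine (added stock). Glutamate oxidase/HRP/Amplex red coupled fluorescence read at start and after 30 min at RT.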
JMJD2A Tudor = blocks the human JMJD2A Tudor domain. AlphaScreen JMJD2A-Tudor / H3K4me3 peptide binding. O75164. 4.4% of 390,000 active. Potency, µM (highest dose often 114 µM), for inactives: at the top dose activity change, negative = inhibition, actives largely listed as inhibitors; note: potency is the fitted concentration of half-maximal effect; % is set by controls: 0 for no effect and ±100 for the full control effect; nearly all actives have a fitted effect of over 50% in size
PI4K2A block = blocks human PI4K2A kinase activity | Q9BTU6 | purified PI4K2A, ADP-Glo luminescence, 1 h; stronger effect = lower value | activity change, negative = inhibition, % at 76.9 µM | 0.13% of 420,000 active | AID 1346378; in the data active = activity change below about -50%; inconclusive = mostly about -30% to -49%;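 note: -100% = wells without enzyme as full effect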
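ADP-Glo luminescence measured ADP generated by PI4K2A enzyme (4 ug/mL before mixing) with 1.2 mM PI substrate (pre-mix) and 300 microM ATP (pre-mix). Tris pH7.5 buffer with MgCl2, Triton X-100; 1 h reaction at ambient temperature.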
HP1b chromo inh = blocks HP1-beta chromodomain binding to methylated histone tails. Potency, µM (highest dose often 114 µM), inactives show at the highest dose activity change, negative = inhibition, hits mostly inhibitors. AID 540317. P83916. 0.56% of 390,000 active. AlphaScreen HP1-beta / biotin-H3K9me3 peptide binding; note: potency is the fitted concentration of half-maximal effect; nearly all actives have a fitted effect of over 70% in size; inactives centre near 23
Target sequence (P83916 whole entry, looked up): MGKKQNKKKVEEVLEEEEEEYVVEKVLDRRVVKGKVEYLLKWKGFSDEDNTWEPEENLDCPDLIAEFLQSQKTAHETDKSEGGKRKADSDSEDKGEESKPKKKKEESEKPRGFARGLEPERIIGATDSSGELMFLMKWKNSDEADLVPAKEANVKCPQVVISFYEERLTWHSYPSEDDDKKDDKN
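Compound inhibition of the preformed complex between 50 nM HP1-beta and 50 nM biotinylated H3K9me3 peptide was read by AlphaScreen. Buffer was PBS pH 7.4 with 0.01% Tween-20. Incubations ran 30 min at room temperature, with 10 ug/mL donor/acceptor beads.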
ERG Ets-DNA blk = blocks human ERG Ets domain binding to DNA. P11308. fluorescence polarization, His-ERG Ets domain / labelled DNA. Potency, µM (series often up to 76.9 µM), for the others: at the top dose FP activity, negative = inhibition, usual class: inhibitors. 0.028% of 370,000 active; active = well fitted inhibition curve with a large enough effect in the polarisation, with a control signal flat; inconclusive = small, poorly fitted or top-dose-only effect, or effect the other way, or a change in a side signal; inactive = no such curve, though single readings can be large or run the other way; the % refers to the polarisation;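 note: polarization taken with two DNA probes labelled with fluorescein and Texas red; potency is the fitted concentration of half-maximal effect; % of control where 0% means no effect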
Target sequence (P11308 whole entry, looked up, the tested form may be a part): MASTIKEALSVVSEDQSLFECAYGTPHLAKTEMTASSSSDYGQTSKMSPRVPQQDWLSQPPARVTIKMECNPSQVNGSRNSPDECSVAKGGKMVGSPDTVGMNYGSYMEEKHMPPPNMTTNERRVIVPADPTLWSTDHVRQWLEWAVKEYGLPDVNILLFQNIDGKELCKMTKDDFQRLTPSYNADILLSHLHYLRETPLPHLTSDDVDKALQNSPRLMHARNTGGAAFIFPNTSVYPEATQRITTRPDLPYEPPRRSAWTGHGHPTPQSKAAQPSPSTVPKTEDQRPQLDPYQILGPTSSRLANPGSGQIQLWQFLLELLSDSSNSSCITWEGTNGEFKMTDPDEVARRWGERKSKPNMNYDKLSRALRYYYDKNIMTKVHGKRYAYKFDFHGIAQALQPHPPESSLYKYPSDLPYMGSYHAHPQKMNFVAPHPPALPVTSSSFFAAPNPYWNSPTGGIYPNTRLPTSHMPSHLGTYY
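His-tagged ERG Ets domain (1 uM in the protein solution; 300mM KCl, 50mM Tris-HCl, 1mM EDTA, 1mM DTT, pH 7.5) received compound, then a probe mix of 5 nM fluorescein-DNA and 100nM Texas-615-DNA. Fluorescence polarization was read for both dyes.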
Tb PGK inh = inhibitors of T. brucei phosphoglycerate kinase; P07378; PGK/GAPDH coupled, Kinase-Glo luminescence, 60 min; Potency, µM (top dose mostly 57.5 µM), for the others: top-dose activity change, negative = inhibition, actives largely listed as inhibitors; 0.043% of 380,000 active; note: potency is the fitted concentration of half-maximal effect; % is set by controls: 0 for no effect and ±100 for the full control effect; nearly all actives have a fitted effect of over 60% in size
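Luminescent ATP detection (Kinase-Glo Plus) follows a 60-minute room-temperature incubation, with wells lacking PGK as controls. Buffer: 100 mM TEA (pH 7.6), 5 mM MgCl2, 0.01% Tween-20. Coupling enzyme GAPDH (100 nM final) supplies unstable 1,3-BPG in-well.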
G9a inh = inhibitors of human histone lysine methyltransferase G9a; Q96KQ7; G9a H3K9 monomethylation, AlphaScreen, 2 h; Potency, µM (doses to about 102 µM), for the others: top-dose activity, negative = inhibition, usual class: inhibitors; 8.8% of 350,000 active; note: potency is the fitted concentration of half-maximal effect; % is set by controls: 0 for no effect and ±100 for the full control effect; nearly all actives have a fitted effect of over 75% in size
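Quantitative HTS format: methyltransferase activity on a biotin-tagged H3K9 peptide is measured by AlphaScreen, using a rabbit anti-monomethyl-H3K9 antibody with streptavidin donor and anti-IgG acceptor beads. Final levels are 20 nM enzyme, 500 nM peptide, 20 uM SAM; 2 h RT.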
Pin1 inh = inhibitors of human Pin1; Q13526; Pin1 FP peptide displacement, HiFluor488, 10 min; Potency, µM (titrated, usually from 115 µM), for inactives: at the highest dose activity, negative = inhibition, actives largely listed as inhibitors; 0.009% of 390,000 active; active = well fitted inhibition curve with a large enough effect in the polarisation, with a control signal flat, not every such curve was filed as active; inconclusive = small, poorly fitted or top-dose-only effect, or effect the other way, or a change in a side signal; inactive = no such curve, though single readings can be large or run the other way; the % refers to the polarisation; note: potency is the fitted concentration of half-maximal effect; % is set by controls: 0 for no effect and ±100 for the full control effect
Target sequence (Q13526 whole entry, looked up): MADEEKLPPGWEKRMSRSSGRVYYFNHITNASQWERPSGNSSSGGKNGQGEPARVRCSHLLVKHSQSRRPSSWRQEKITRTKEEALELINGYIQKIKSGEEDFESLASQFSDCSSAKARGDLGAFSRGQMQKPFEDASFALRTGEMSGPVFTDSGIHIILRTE
BAZ2B inh = inhibitors of human BAZ2B bromodomain. Q9UIF8. AlphaScreen BAZ2B-H3K14Ac peptide displacement. Potency, µM (top dose mostly 114 µM), without a hit: top-dose activity change, negative = inhibition, actives largely listed as inhibitors. 4.4% of 360,000 active. AID 504333; note: potency is the fitted concentration of half-maximal effect; % is set by controls: 0 for no effect and ±100 for the full control effect; nearly all actives have a fitted effect of over 60% in size
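Protein-peptide AlphaScreen: BAZ2B 50 nM, b-H3K14Ac 50 nM, 1x PBS pH 7.4 + 0.01% Tween-20. Preincubation 30 min RT; cpd 30 min RT (top 110 uM); beads 20 min RT, light-protected.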
The depositor's hits bear a star; & = joins results of further samples; [ ] = another dose, or the depositor's remark. Unless noted, calls come from the whole dose curve; as a rule, active = well fitted curve in the direction sought with a large enough effect; inconclusive = small, poorly fitted or top-dose-only effect, or another doubt; inactive = no such curve, though single readings can be large; an effect the other way counts as inactive or inconclusive.

`C(=C1c2ccccc2-c2ccccc21)c1ccncc1` gave GLS inh -5%, JMJD2A Tudor inconclusive, PI4K2A block 2, HP1b chromo inh -5%, ERG Ets-DNA blk 0%, Tb PGK inh inactive and Pin1 inh 6%.
`Cc1nn(Cc2ccc(Cl)c(Cl)c2)c(C)c1NC(=O)c1cc(-c2ccc3c(c2)OCO3)on1` gave GLS inh 0%, JMJD2A Tudor -18%, PI4K2A block 0, HP1b chromo inh 4%, ERG Ets-DNA blk 5%, Tb PGK inh -2%, G9a inh 56µM*, Pin1 inh 22% and BAZ2B inh 50µM*.
Screening COc1cccc(NC(=O)CS(=O)(=O)c2cn(CC(=O)N3CCOCC3)c3ccccc23)c1 returned GLS inh -5%, JMJD2A Tudor 0%, PI4K2A block 1, HP1b chromo inh 59%[activator], ERG Ets-DNA blk -6%, Tb PGK inh -6%, G9a inh inconclusive and Pin1 inh -1%.
For COc1ccc(-n2nc(C(=O)NCC(=O)NC(C)C)c3ccccc3c2=O)cc1Cl the results were GLS inh -1%, JMJD2A Tudor -2%, PI4K2A block 0, HP1b chromo inh 44%[activator], ERG Ets-DNA blk 2%, G9a inh 10%, Pin1 inh -7% and BAZ2B inh 0%.
`Nc1ncnc(Nc2ccccn2)c1[N+](=O)[O-]` gave GLS inh -6%, JMJD2A Tudor -22%, PI4K2A block -7, HP1b chromo inh 8%, ERG Ets-DNA blk 15%, Tb PGK inh 2%, G9a inh -42%, Pin1 inh -2% and BAZ2B inh -27%.
CCOc1ccccc1NC(=S)N1CCN(c2cccc(C)c2C)CC1 was read as GLS inh 10%, JMJD2A Tudor -25%, PI4K2A block 1, HP1b chromo inh 28%, ERG Ets-DNA blk 5%, Tb PGK inh inactive, G9a inh 17%, Pin1 inh -1% and BAZ2B inh -29%.
`O=C(NCc1ccc2c(c1)OCO2)c1ccc(NS(=O)(=O)c2ccc3c(c2)OCCO3)cc1` gave GLS inh 3%, JMJD2A Tudor -23%, PI4K2A block 2, HP1b chromo inh 16%, ERG Ets-DNA blk -1%, Tb PGK inh -5%, G9a inh inconclusive, Pin1 inh 12% and BAZ2B inh -32%.
`Cc1cc(C)c(S(=O)(=O)Nc2ccccn2)c(C)c1` gave GLS inh -1%, JMJD2A Tudor -13%, PI4K2A block 0, HP1b chromo inh 19%, ERG Ets-DNA blk 3%, Tb PGK inh inactive, G9a inh 12%, Pin1 inh 4% and BAZ2B inh -24%.
For Cc1cccc(C(=O)Nc2c(C(=O)N(C)C)cnn2-c2ccccc2)c1 the results were GLS inh 2%, JMJD2A Tudor -9%, PI4K2A block 1, HP1b chromo inh 45%[activator], ERG Ets-DNA blk -11%, Tb PGK inh -2%, G9a inh 55%[activator], Pin1 inh 0% and BAZ2B inh 5%.
`COc1ccc(C2=NOC(C(=O)Nc3cc(C)on3)C2)cc1` (stereo not drawn) gave GLS inh -3%, JMJD2A Tudor 0%, PI4K2A block -3, HP1b chromo inh 34%, ERG Ets-DNA blk 15%, Tb PGK inh -7%, G9a inh -9%, Pin1 inh -6% and BAZ2B inh -4%.
For CCCCOC(=O)c1ccc(Nc2nc3ccccc3c3nnc(C)n23)cc1 the results were GLS inh -3%, JMJD2A Tudor -7%, PI4K2A block 0, HP1b chromo inh 23%, ERG Ets-DNA blk -7%, Tb PGK inh -10%, G9a inh -4%[59 µM], Pin1 inh -6% and BAZ2B inh -13%.
CCOc1ccc(NC2CCN(C(C)=O)CC2)cc1 was read as GLS inh 9%, JMJD2A Tudor -27%, PI4K2A block 4, HP1b chromo inh 24%, ERG Ets-DNA blk -5%, Tb PGK inh inactive, G9a inh 50µM*, Pin1 inh 0% and BAZ2B inh 0%.

Random excerpt: 2 compounds from above.
CCOc1ccccc1NC(=S)N1CCN(c2cccc(C)c2C)CC1 was read as GLS inh 10%, JMJD2A Tudor -25%, PI4K2A block 1, HP1b chromo inh 28%, ERG Ets-DNA blk 5%, Tb PGK inh inactive, G9a inh 17%, Pin1 inh -1% and BAZ2B inh -29%.
For COc1ccc(-n2nc(C(=O)NCC(=O)NC(C)C)c3ccccc3c2=O)cc1Cl the results were GLS inh -1%, JMJD2A Tudor -2%, PI4K2A block 0, HP1b chromo inh 44%[activator], ERG Ets-DNA blk 2%, G9a inh 10%, Pin1 inh -7% and BAZ2B inh 0%.

The results go on.
O=C1C=CC(=O)c2c(O)c(CO)c(CO)c(O)c21 was read as GLS inh 3.5µM*, JMJD2A Tudor 2.2µM*, PI4K2A block -53*, HP1b chromo inh 3.2µM* and Tb PGK inh 8.9µM*.
For COc1cc(C2c3c(oc4ccccc4c3=O)C(=O)N2c2ccc(C)cn2)ccc1O (stereo not drawn) the results were GLS inh 19%, JMJD2A Tudor -11%, PI4K2A block -3, HP1b chromo inh 40%[activator], ERG Ets-DNA blk 1%, Tb PGK inh -7%, G9a inh -47%, Pin1 inh -7% and BAZ2B inh -17%.
For Cc1cccc(C)c1NC(=S)N(Cc1ccccc1)Cc1cccnc1 the results were GLS inh -5%, JMJD2A Tudor -2%, PI4K2A block 6, HP1b chromo inh 25%, ERG Ets-DNA blk -22%, Tb PGK inh -5%, G9a inh -6%[59 µM], Pin1 inh -1% and BAZ2B inh -12%.
CNC(=O)C(=O)NCC1OCCN1S(=O)(=O)c1ccc2c(c1)OCCO2 (stereo not drawn) was read as GLS inh 0%, JMJD2A Tudor 11%, PI4K2A block 3, HP1b chromo inh 22%, ERG Ets-DNA blk -4%, Tb PGK inh 3%, G9a inh -4%, Pin1 inh -3% and BAZ2B inh -14%.
`CCN(CC)C(=S)SC1CCCCN(C(=O)c2ccc(F)cc2)C1=O` (stereo not drawn) gave GLS inh -3%, JMJD2A Tudor 6%[57.1 µM], PI4K2A block -2, HP1b chromo inh 76%[activator], ERG Ets-DNA blk 2%, Tb PGK inh 0%, G9a inh 12%, Pin1 inh 17% and BAZ2B inh 6%.
For COC(=O)C(C)N1CCC(=O)c2ccccc2S1(=O)=O (stereo not drawn) the results were GLS inh -6%, JMJD2A Tudor -8%&1%, PI4K2A block 3, HP1b chromo inh 26%&33%, ERG Ets-DNA blk -6%, Tb PGK inh 4%, G9a inh 30%[59 µM], Pin1 inh 6%&1% and BAZ2B inh 3%.
For COc1ccc(/C=C/C(=O)NC(=S)Nc2ccc(Br)cn2)cc1 the results were GLS inh 13%, JMJD2A Tudor -7%, PI4K2A block 4, HP1b chromo inh 12%, ERG Ets-DNA blk 3%, Tb PGK inh -2%, G9a inh 16%, Pin1 inh -10% and BAZ2B inh -17%.
`O=C(CSc1nc(=O)n(CCN2CCOCC2)c2c1CCCC2)Nc1cccc([N+](=O)[O-])c1` gave GLS inh -2%, JMJD2A Tudor -22%, PI4K2A block 0, HP1b chromo inh 3%, ERG Ets-DNA blk 8%, Tb PGK inh 0%, G9a inh 8%[0.501 µM], Pin1 inh 1% and BAZ2B inh 4%.
COCCSc1ccccc1C(=O)N1CCCC(C)C1 (stereo not drawn) was read as GLS inh 2%, JMJD2A Tudor 1%, PI4K2A block 1, HP1b chromo inh 60%[activator], ERG Ets-DNA blk -15%, Tb PGK inh -7%, G9a inh -21%, Pin1 inh -7% and BAZ2B inh -17%.
C=CCN(Cc1cn(C)nc1-c1cccc(Cl)c1)C1CCS(=O)(=O)C1 (stereo not drawn) was read as GLS inh -12%, JMJD2A Tudor -10%, PI4K2A block -1, HP1b chromo inh 19%, ERG Ets-DNA blk -8%, Tb PGK inh inactive, Pin1 inh 1% and BAZ2B inh -2%.
`Cc1ccc(Cl)cc1N1CCN(C(=O)C2CCN(c3nnc(-n4cccc4)s3)CC2)CC1` gave GLS inh 0%, JMJD2A Tudor -14%, PI4K2A block 1, HP1b chromo inh 29%, ERG Ets-DNA blk 2%, Tb PGK inh 9%, G9a inh -1%[59 µM], Pin1 inh 14% and BAZ2B inh 13%.
`COc1ccc2c(c1)c1c(c(=O)n(Cc3ccccc3)c(=O)n1Cc1ccc(C)cc1)n2C` gave GLS inh 9%, JMJD2A Tudor 2%, PI4K2A block 3, HP1b chromo inh 38%, ERG Ets-DNA blk 3%, Tb PGK inh -2%, G9a inh -4%[59 µM], Pin1 inh -2% and BAZ2B inh -2%.
COc1ccc(Oc2cccc(Cl)c2CNC(=O)c2ccccc2C(=O)O)cc1 was read as GLS inh 9%, JMJD2A Tudor -3%, PI4K2A block -1, HP1b chromo inh 42%[activator], ERG Ets-DNA blk 4%, Tb PGK inh 4%, Pin1 inh 0% and BAZ2B inh -2%.
For COC(=O)c1ccc(NC(=O)CN2C(=O)CNC2=O)cc1 the results were GLS inh 6%, JMJD2A Tudor 0%, PI4K2A block -2, HP1b chromo inh 39%[activator], ERG Ets-DNA blk -1%, Tb PGK inh 7%, G9a inh 13µM*, Pin1 inh -3% and BAZ2B inh 2%.
`CCc1nn(C(C)C(=O)NCc2ccc(Cl)cc2)c(=O)c2cc3occc3n12` (stereo not drawn) gave GLS inh -3%, JMJD2A Tudor -20%, PI4K2A block 7, HP1b chromo inh 40%[activator], ERG Ets-DNA blk 8%, Tb PGK inh -3%, G9a inh 4%, Pin1 inh 2% and BAZ2B inh -2%.
Screening CCOC(=O)c1cc(-c2ccccc2)nc2nc(N(CC)CC)sc12 returned GLS inh 2%, JMJD2A Tudor 156%[activator], PI4K2A block -1, HP1b chromo inh 225%[activator], ERG Ets-DNA blk 7%, Tb PGK inh 8%, G9a inh 315%[activator], Pin1 inh 8% and BAZ2B inh 131%[activator].
